RBBP9 inh – human RBBP9 inhibitors, primary screen, biochemical, fluorescence polarization, FP-Rh probe, HTS; recombinant RBBP9; inhibition, % at 7.94 µM; 220,000 tested, 0.2% active; AID 1515, 2009;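 active means inhibition above the campaign mean of all tested compounds plus 3 SD, cut at about 14% in these data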;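 further: plate controls were DMSO wells with RBBP9 for no effect and wells lacking RBBP9 protein for full effect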
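Test system: recombinant human RBBP9; Timing: 30 min then 45 min, 25 °C; Detection: fluorescence polarization; Control set: RBBP9 with DMSO as uninhibited control, no-protein wells as full inhibition; Compound dosing: one concentration, 7.94 µM nominal, 0.794% DMSO; Probe or stimulus: FP-Rh activity-based probe, 375 nM before mixing.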
Ba/F3 V617F tox – reduced viability of JAK2V617F-dependent Ba/F3 cells, primary screen, JAK2V617F inhibitor project, cell-based, Ba/F3 EpoR-JAK2V617F, luminescence; 220,000 tested, 1.1% active; inhibition, % at 5.6 µM; ATP luminescence;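 active means inhibition above the campaign mean plus 3 SD over all tested compounds, cut at about 24% in these data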;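 further: cytokine-independent growth of Ba/F3 cells driven by EpoR plus mutant JAK2; 0% = DMSO-treated cells and 100% = JAK inhibitor I control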
EP2 antag – human EP2 receptor antagonists, primary screen, TR-FRET cAMP, C6 glioma cells. AID 1422, 2008. Prostaglandin E2 receptor EP2 subtype (Homo sapiens), P43116. 260,000 tested, 0.52% active. C6 glioma cells expressing human EP2; cells stimulated with saturating PGE2. inhibition, % at 25 µM;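 active means percent inhibition above 40 after rounding to a whole number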;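 further: rat C6 glioma host cells with rolipram phosphodiesterase inhibitor present; the protocol text gives 20 µM as final concentration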
Target sequence (P43116 whole entry, looked up): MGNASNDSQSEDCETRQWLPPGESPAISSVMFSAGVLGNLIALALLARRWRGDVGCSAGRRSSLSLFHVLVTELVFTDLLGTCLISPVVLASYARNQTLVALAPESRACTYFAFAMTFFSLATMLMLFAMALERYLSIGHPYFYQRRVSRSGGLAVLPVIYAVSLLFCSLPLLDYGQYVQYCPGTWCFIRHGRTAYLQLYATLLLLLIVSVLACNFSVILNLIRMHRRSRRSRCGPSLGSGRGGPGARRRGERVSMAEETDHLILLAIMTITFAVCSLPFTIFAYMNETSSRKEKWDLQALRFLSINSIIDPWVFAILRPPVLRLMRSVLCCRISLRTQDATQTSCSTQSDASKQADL
BaF3 parental – parental Ba/F3 cell viability inhibition, counter-screen for JAK2V617F inhibitor project, murine pro-B, CellTiter-Glo luminescence; CellTiter-Glo ATP luminescence; inhibition, % at 5.6 µM; 220,000 tested, 1.1% active;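 active means inhibition above a per-campaign cutoff, the mean inhibition of all tested compounds plus 3 SD, cut at about 27% in these data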;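 further: 0% = DMSO wells and 100% = JAK Inhibitor I control wells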
PPC-1+TRAIL kill – compounds killing PPC-1 cancer cells with TRAIL present, primary screen, TRAIL potentiator project, ATPLite luminescence, uHTS; PPC-1 cells + TRAIL, ATPLite viability luminescence; cell killing (% activity), % at 4 µM; 220,000 tested, 0.41% active; AID 1443, 2008;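 active means cell killing above 50% in the first pass at 4 µM, then a duplicate retest at 5 µM averaging 50% or more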;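 further: plate controls were cells with TRAIL plus DMSO for no effect and medium-only wells lacking cells for full effect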
Tb hexokinase – Trypanosoma brucei hexokinase 1 inhibitors, primary screen, biochemical, G6PDH-coupled NADH absorbance, MLSCN library. hexokinase 1 [Trypanosoma brucei]. recombinant TbHK1, G6PDH-coupled NADH A340. inhibition, % at 10 µM. 220,000 tested, 0.11% active;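 active means inhibition of 50% or more in the single-dose primary screen; inactive means inhibition below 50%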
p47phox inh – p47phox/p22phox peptide binding inhibitors, primary screen, biochemical, uHTS, NADPH oxidase regulatory subunit; Neutrophil cytosol factor 1 (Homo sapiens), P14598; fluorescence polarization, 2 h; inhibition, % at 24.7 µM; 220,000 tested, 0.53% active; AID 1274, 2008;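 active means inhibition above about 30%, limit read from the data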;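 further: 0% = p47phox with labelled peptide and 100% = labelled peptide alone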
Target sequence (P14598 whole entry, looked up): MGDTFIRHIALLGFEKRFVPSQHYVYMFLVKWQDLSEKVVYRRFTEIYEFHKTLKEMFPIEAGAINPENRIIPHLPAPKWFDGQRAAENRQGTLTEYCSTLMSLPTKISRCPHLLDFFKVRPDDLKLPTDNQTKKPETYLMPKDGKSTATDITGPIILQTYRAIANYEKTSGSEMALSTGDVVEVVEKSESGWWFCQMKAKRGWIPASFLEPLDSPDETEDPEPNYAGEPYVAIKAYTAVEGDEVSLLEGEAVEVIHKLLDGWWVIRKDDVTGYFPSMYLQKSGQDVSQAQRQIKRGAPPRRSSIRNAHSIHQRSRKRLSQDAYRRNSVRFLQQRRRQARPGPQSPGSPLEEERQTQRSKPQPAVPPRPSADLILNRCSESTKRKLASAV
p97 ATPase inh – inhibitors of human p97 ATPase, primary screen, biochemical; Transitional endoplasmic reticulum ATPase (Homo sapiens), P55072; inhibition, % at 8 µM; 220,000 tested, 0.42% active; recombinant p97 ATPase, Kinase-Glo ATP luminescence, 3 h; in the data active means inhibition above about 15%;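 further: 0% = DMSO vehicle and 100% = wells lacking enzyme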
Furin inhibitor – human furin inhibitors, primary screen, biochemical, fluorescence intensity; P09958; 220,000 tested, 0.061% active; AID 463115, 2010; purified furin, fluorogenic substrate cleavage; inhibition, % at 30 µM; in the data active means inhibition above about 25%; further: inactives centre near -15
The depositor's hits bear a star; / = not tested or not shown; & = joins results of further samples; [ ] = remark or other dose.

Start of the data: the first seven compounds (preview)
structure	RBBP9 inh	Ba/F3 V617F tox	EP2 antag	BaF3 parental	PPC-1+TRAIL kill	Tb hexokinase	p47phox inh	p97 ATPase inh	Furin inhibitor
Nc1nc2n(n1)C(c1ccco1)CC(c1ccc(Cl)cc1)N2 (stereo unspecified)	4	2	16	7	-6	0	-7	-3	-25
Fc1ccccc1-c1n[nH]c(=S)n1CC1CCCO1 (stereo unspecified)	-3	-1	2	5	/	-7	1	0	-13
Cc1cc(C)c(S(=O)(=O)N(C)c2ccccc2)c(C)c1	-9	-2	7	0	-5	1	-2	1	-17
Nc1ccc(-c2sc(N)nc2-c2ccccc2)cc1	5	-4	/	4	4	-17	-8	6	-14[20 µM]
COC(=O)/C(=C\Nc1ccccc1)NC(=O)c1ccc(Cl)cc1Cl	-4	-4	17	3	-11	-24	1	1	-17[20 µM]
COc1ccc(Br)cc1C(=O)O	-1	1	13	4	11	2	-10	-1	-6
COc1ccc(NC(=O)COc2ccc(/C=N/n3c(C)nnc3C)cc2OC)cc1	-4	-2	8	3	-9	-11	2	4	-6[20 µM]

The listing, from the first entry:
structure	RBBP9 inh	Ba/F3 V617F tox	EP2 antag	BaF3 parental	PPC-1+TRAIL kill	Tb hexokinase	p47phox inh	p97 ATPase inh	Furin inhibitor
Nc1nc2n(n1)C(c1ccco1)CC(c1ccc(Cl)cc1)N2 (stereo unspecified)	4	2	16	7	-6	0	-7	-3	-25
Fc1ccccc1-c1n[nH]c(=S)n1CC1CCCO1 (stereo unspecified)	-3	-1	2	5	/	-7	1	0	-13
Cc1cc(C)c(S(=O)(=O)N(C)c2ccccc2)c(C)c1	-9	-2	7	0	-5	1	-2	1	-17
Nc1ccc(-c2sc(N)nc2-c2ccccc2)cc1	5	-4	/	4	4	-17	-8	6	-14[20 µM]
COC(=O)/C(=C\Nc1ccccc1)NC(=O)c1ccc(Cl)cc1Cl	-4	-4	17	3	-11	-24	1	1	-17[20 µM]
COc1ccc(Br)cc1C(=O)O	-1	1	13	4	11	2	-10	-1	-6
COc1ccc(NC(=O)COc2ccc(/C=N/n3c(C)nnc3C)cc2OC)cc1	-4	-2	8	3	-9	-11	2	4	-6[20 µM]
CCOC(=O)c1cnc(SC)nc1N1CCCC1	0	-1	6	2	-2	-7	1	1	-13
COc1ccc(C(=O)NCC(=O)OCn2nnc3ccccc3c2=O)cc1OC	-7	-2	7	0	-15	-4	3	4	-20
CCCn1c(=O)c2c(c3ccccc31)OC(C)C(=O)N2 (stereo unspecified)	8	-2	13	4	1	-19	-7	4	-10
O=C(CSc1ccc2c(c1)OCCO2)NCc1ccco1	-4	-3	16	0	5	-5	-17	-4	-21
CCOc1ccc(-n2c(C)c(C(C)=O)c3cc(OCC(N)=O)ccc32)cc1	-3	-6	7&7	0	6	-2	-2	6	-23
CN(C)c1nc(Oc2ccc(=O)[nH]n2)nc(N2CCCCC2)n1	-5	-2	8	1	0	8	6	4	-17[20 µM]
COc1ccc(S(=O)(=O)N(CCC(N)=O)Cc2ccco2)cc1OC	-10	-1	2	-1	11	-6	0	7	-18
CCOC(=O)CNC(=S)N(Cc1ccc(C)cc1)Cc1ccc(C)o1	-3	2	11	9	31	5	-9	6	-10
COc1cc(/C=N\NC(=O)c2ccc(Cn3nc([N+](=O)[O-])c(Cl)c3C)o2)ccc1O	-4	4	13	6	16	-52	-22	-3	5[20 µM]
CCN1C(=O)/C(=C\N(C)C)NC1=S	-4	0	2	5	15	-56	-19	4	-5
COC(=O)C1C(=O)c2c([nH]c(C(=O)OC3CCCCCC3)c2C)CC1C (stereo unspecified)	-12	2	5	6	-6	-9	3	-8	-10
COc1ccc(NC(=O)C2CCCCN2N)cc1OC (stereo unspecified)	-3	6	16	5	23	2	-5	-5	-13[20 µM]
CCOC(=O)c1cnc(SCC(=O)N2CCC(C(N)=O)CC2)nc1N	-9	1	8	1	12	-2	3	2	-2
O=C(NCCOc1ccccc1)C(c1ccccc1)c1ccccc1	-6	2	/	2	14	5	5	3	-4[20 µM]
COc1cc2cc(CN(Cc3cccs3)C(=S)Nc3ccc(C)cc3)c(=O)[nH]c2cc1OC	-24	-4	10	5	12	-14	-19	7	-24
O=C(Nc1cccc(F)c1)c1ccc(CSc2ccccc2)o1	-15	2	11	2	24	3	-1	-8	-5
NNC(=O)CNC(=O)c1cccc(Br)c1	-5	6	15	-1	-2	3	-1	-2	-2[20 µM]
Cc1ccccc1NC(=O)C(=O)Nc1ccccc1C	3	-4	10	4	33	-8	-3	6	-19
CC(=O)Nc1cccc(OCCCNC(=O)c2ccc(C(C)(C)C)cc2)c1	-9	2	16	3	-11	1	-12	-2	-6
Cc1ccc(C)c(N2CCN(C(=O)CN(C)S(=O)(=O)c3cnc[nH]3)CC2)c1	-8	-2	7	-2	7	-3	-5	9	-9
O=C(c1cccnc1)N1CCN(C(=O)c2ccco2)CC1	-7	-1	5	1	37	-3	5	0	-20[20 µM]
O=c1c2nnn(Cc3ccccc3)c2ncn1-c1ccccc1	4	-5	12	2	16	8	-2	3	-14[20 µM]
O=S(=O)(c1ccc2ccccc2c1)N1CCN(S(=O)(=O)N2CCOCC2)CC1	-11	2	11	6	4	1	-7	-4	-18[20 µM]
CCN(CCCNC(=O)CC(C(=O)N1CCc2ccccc21)n1ccnc1)c1cccc(C)c1 (stereo unspecified)	-6	-3	3	3	37	-2	2	-5	-17
COc1ccc(/C=C(/NC(=O)c2cccs2)C(=O)Nc2ccc(C)cc2)cc1OC	-2	-3	8	3	-14	-19	2	6	-25
O=C(Nc1ccc(F)cc1)N1CCN(c2ncccn2)CC1	-5	-3	12	0	0	-3	0	6	-29
CCn1nnc(NC(=O)C(c2ccccc2)c2ccccc2)n1	-9	-1	9	2	10	-1	-13	3	-31
Cc1sc2ncn(CC(=O)NCC3COc4ccccc4O3)c(=O)c2c1S(=O)(=O)N1CCCCC1 (stereo unspecified)	8	1	5	10	6	-10	4	1	-14
O=C(Nc1ccc2c(c1)CCC2)C1CCN(c2c3c(nc4ncnn24)CCC3)CC1	-5	1	8	7	4	-4	-5	5	-8
CC(C)(C)c1cc(N)on1	-8	1	10	4	-23	4	0	-2	-1
CCOc1cccc(-c2nn3c(-c4ccco4)nnc3s2)c1	-6	-2	8	0	-18	-2	-7	-2	-21
Oc1ccc(N=Nc2ccc3c(c2)OCCO3)c(O)c1	3	1	2	0	65*[5 µM]	-7	-39	1	-10
Cc1ccc(/C=N/NC(=O)NN(C)c2ncc(C(F)(F)F)cc2Cl)cc1	5	2	4	6	9	-6	-6	3	-12
O=C(Nc1ccc(F)cc1F)N1CCCC(c2nc(-c3ccc(F)cc3)no2)C1 (stereo unspecified)	-10	3	8	11	2	-1	-4	-2	-16
O=C(N/N=C/c1cc([N+](=O)[O-])ccc1O)NC12CC3CC(CC(C3)C1)C2	2	-4	20	1	13	-8	0	1	-17
ONC(=Nc1ccccc1Cl)c1ccccc1Cl	-8	-2	7	-2	14	1	-11	7	-6
O=C(NC1CCCc2ccccc21)c1cncc(Br)c1 (stereo unspecified)	-6	4	16	6	4	0	-3	-2	-15[20 µM]
CCN(CC(=O)Nc1ccccc1Br)C1CCCCC1	-2	-2	2	6	-12	5	-4	4	-17
O=C(NCc1ccccn1)C1CCCN(S(=O)(=O)c2ccc(Br)cc2)C1 (stereo unspecified)	0	-3	7	5	14	-1	0	1	-17[20 µM]
Cc1cc(Cl)ccc1OC(C)C(=O)Nc1ccc(S(=O)(=O)Nc2cnc3ccccc3n2)cc1 (stereo unspecified)	-15	-4	9	-2	15	0	-20	2	-13[20 µM]
CCN1CCC[C@H]1CNC(=O)c1c(O)c(Cl)cc(Cl)c1OC	-3	1	23&14&10	-3	-5	/	-7	5	/
Cc1cccc(/C(N)=N/OC(=O)CCC2CCCCC2)c1	-9	1	10	3	11	0	0	7	-24
CCCc1[nH]nc2c1C(c1cn[nH]c1-c1ccc(F)cc1)C(C#N)=C(N)O2 (stereo unspecified)	-5	5	8	12	38	-3	-17	-5	-7
Cc1ccc(N(Cc2ccccc2F)S(C)(=O)=O)cc1C	-2	-3	5	4	-14	1	-12	-1	-18[20 µM]
CCCCn1nc(C(=O)N2CCc3ccccc32)c2ccccc2c1=O	-8	3	4	7	-2	0	-5	-3	-18[20 µM]

Bioassay records from PubChem.

An excerpt (hit frequency here may not be typical).
